# Compound activity: PubChem, several laboratories
# Ec RNAP inh: inhibitors of Escherichia coli RNA polymerase | 0.2% of 62,000 active | E. coli RNA polymerase, fluorescence transcription assay | P0A8V2 | inhibition, %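 (tested at 10 µM)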; in the data active = inhibition above about 20%;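 also: 0% = enzyme without compound and 100% = no enzyme blank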
# HEK293 NFkB inh: lowers PMA/ionomycin-induced NF-kB signal in HEK293 cells. HEK-293 NF-kB luciferase reporter, luminescence. inhibition, % at 3 µM. 0.21% of 62,000 active. AID 465;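 active = inhibition above the mean of all tested compounds plus 3 SD, cut at about 40% in these data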;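 also: 0% = stimulated DMSO wells and 100% = 10 µM reference inhibitor 5653914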
#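 Reagent: PMA plus ionomycin mix as NF-kB-activating stimulus. Assay system: NF-kB luciferase reporter HEK-293 cells. Technique: luminescence from luciferase substrate reagent. Incubation: 1 h compound pre-incubation, 16 h PMA/ionomycin at 37 °C. Benchmarks: DMSO only as uninhibited control, 10 µM reference inhibitor as full inhibition. Repeats: tested once.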
# S1P3 agonist: activates the human S1P3 receptor; 0.1% of 60,000 active; Q99500; AID 373; activation, % at 4.5 µM; S1P3 NFAT-BLA reporter cells, agonism, FRET ratio; relative to 1 µM S1P, basal subtracted;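 active = activation above the screen-wide mean plus 3 SD, cut at about 4.5% in these data, passing the limit was not always enough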; also: some compounds called inactive have numbers as strong as hits
#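 Material: Human S1P3 NFAT-BLA reporter CHO cells | Incubation: Overnight plating, 4 h compound 37 °C, 2 h substrate RT | Signal: FRET β-lactamase substrate fluorescence, excitation 405 nm, 460/535 nm emission ratio, background-subtracted | Compound: 4.5 µM final, single dose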
# Jurkat viability: cytotoxic compounds reducing Jurkat cell viability; Jurkat E6.1 viability, ATP luminescence, 48 h; inhibition, % at 4 µM; 1.2% of 56,000 active;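 active = inhibition above the mean inhibition of all tested compounds plus 3 SD, cut at about 28% in these data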
# TNAP act DEA: activates human TNAP at intermediate phosphate acceptor concentration | P05186 | purified TNAP, CDP-star luminescence, 100 mM DEA, 30 min; hits give high values; scale: 0 levamisole-inhibited, 1 vehicle-only enzyme | activation factor at 20 µM | 64,000 tested, under 10 active | AID 813;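 active = activation factor of at least 2 at 20 µM, relative to controls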
# Target sequence (P05186 whole entry, looked up): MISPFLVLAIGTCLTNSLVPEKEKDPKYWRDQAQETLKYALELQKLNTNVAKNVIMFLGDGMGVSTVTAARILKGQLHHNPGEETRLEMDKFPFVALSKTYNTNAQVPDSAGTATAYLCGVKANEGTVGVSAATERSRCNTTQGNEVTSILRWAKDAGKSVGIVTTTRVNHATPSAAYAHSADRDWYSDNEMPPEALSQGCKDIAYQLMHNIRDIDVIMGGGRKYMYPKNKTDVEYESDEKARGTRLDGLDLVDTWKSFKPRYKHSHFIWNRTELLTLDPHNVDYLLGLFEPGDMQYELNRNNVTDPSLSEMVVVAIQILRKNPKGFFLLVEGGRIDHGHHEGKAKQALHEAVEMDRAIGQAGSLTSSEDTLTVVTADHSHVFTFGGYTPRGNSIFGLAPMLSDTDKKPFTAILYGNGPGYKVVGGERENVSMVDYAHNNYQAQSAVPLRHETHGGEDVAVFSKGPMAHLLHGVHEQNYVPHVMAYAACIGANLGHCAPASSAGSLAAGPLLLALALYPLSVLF
# M1 ag: M1 muscarinic receptor agonism; CHO-M1 cells, Fluo-4 calcium fluorescence, agonist mode; hits give high values; B-score at 10 µM; 3% of 64,000 active;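 active = fluorescence rise, raw or as B-score row- and column-corrected plate score, outside the 99.7% band of its plate's samples, either direction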
# D1 mod: allosteric modulators of human D1 dopamine receptor. HEK293 D1, CRE-luciferase, dopamine EC30 potentiation; actives deviate in either direction. B-score at 10 µM. 5.9% of 58,000 active;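 active = luminescence count or its row- and column-corrected plate score outside the 99.7% band of the plate's sample wells, on either side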
# Target sequence (P21728 whole entry, looked up): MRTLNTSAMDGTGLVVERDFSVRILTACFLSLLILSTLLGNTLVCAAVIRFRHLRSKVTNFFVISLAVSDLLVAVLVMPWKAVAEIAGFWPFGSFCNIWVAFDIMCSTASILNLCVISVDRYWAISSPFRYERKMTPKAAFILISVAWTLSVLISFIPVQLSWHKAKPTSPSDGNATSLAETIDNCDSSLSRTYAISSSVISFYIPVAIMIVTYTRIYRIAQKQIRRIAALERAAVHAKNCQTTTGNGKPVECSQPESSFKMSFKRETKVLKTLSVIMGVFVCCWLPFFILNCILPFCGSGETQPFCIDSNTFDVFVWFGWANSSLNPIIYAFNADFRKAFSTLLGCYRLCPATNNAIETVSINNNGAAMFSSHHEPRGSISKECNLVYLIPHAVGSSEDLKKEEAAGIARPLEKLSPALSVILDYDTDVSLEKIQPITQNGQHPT
# M1 antagonist: blocks the rat M1 muscarinic receptor response to acetylcholine; P08482; CHO-M1 cells, Fluo-4 calcium, ACh EC80 antagonist mode; hits give low values; B-score at 10 µM; 3.4% of 64,000 active; AID 628;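 active = calcium fluorescence response, raw or row-and-column corrected B-score, differing from the plate sample mean either way at a set confidence level, mostly lower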
# S1P1 ag-PAM: S1P1 (human) agonism or agonism potentiation; P21453; S1P1 CRE-bla cells, forskolin, beta-lactamase FRET, potentiator mode; S1P1 agonist co-added at EC20, 2 nM; 100% = saturating reference agonist, 0% = basal; activation, % at 9.5 µM; 0.57% of 56,000 active;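 active = activation above a cutoff set at the mean activation of all tested compounds plus 3 SD, cut at about 54% in these data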;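 also: forskolin at 4 µM as EC80 and the EC20 agonist is SEW2871; 100% = SEW2871 at its EC100 plus forskolin at EC80; some compounds past the cut are filed as inactive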
# Starred values were filed as active, the others as inactive; nt = no result given.
SMILES,Ec RNAP inh,HEK293 NFkB inh,S1P3 agonist,Jurkat viability,TNAP act DEA,M1 ag,D1 mod,M1 antagonist,S1P1 ag-PAM
CCSc1nnc(Cn2c(=O)sc3ccccc32)n1-c1ccc(OC)cc1,2.7,9.4,-2.0,-0.4,0.9,0.15,0.929,0.737,20.3
CC(C)Sc1nc2c(c(=O)[nH]c(=O)n2C)n1C,4.8,13.4,-2.1,8.0,1,-0.486,2.3,-0.0848,1.0
COc1ccc(S(=O)(=O)N2CCC(C(=O)Nc3ccccc3C)CC2)c2cccnc12,7.5,21.8,-0.1,6.5,0.9,0.212,0.00527,0.68,2.8
CN1CCN(S(=O)(=O)c2cccc(C(=O)NC3CCCc4ccccc43)c2)CC1 (configuration not stated),4.0,13.1,-1.5,2.9,1,-0.375,-2.04,0.267,-6.8
CCCCCn1c(N)c(C#N)c2nc3ccccc3nc21,-14.7,11.8,0.7,-1.1,0.9,0.558,5.02*,-0.413,-67.8
O=S(=O)(c1ccc(NCCc2c[nH]c3ccccc23)nc1)N1CCOCC1,-1.6,5.3,0.5,3.3,0.9,-0.13,-0.514,-0.472,30.3
CCOC(=O)N1CCN(C(=O)C2CCN(S(C)(=O)=O)CC2)CC1,-5.1,4.6,-0.2,-0.5,1.1,-0.189,-0.377,-0.427,nt
O=C(CN1C(=O)NC2(CCCC2)C1=O)N1CCN(C(=O)c2ccco2)CC1,5.3,3.3,1.2,-8.5,0.9,-1.22,0.657,0.554,-3.9
O=C(CCNS(=O)(=O)c1ccc(Cl)cc1)NCc1cccnc1,-2.5,10.6,nt,nt,0.9,-0.0786,-0.647,1.13,nt
CCOC(=O)c1ccc(NC(=O)COc2ccc(S(=O)(=O)NC(C)C)cc2)cc1,2.8,0.8,-1.3,12.2,0.9,-1.26,-0.466,-0.316,3.3
Cc1noc(C)c1CSc1nnc(-c2ccncc2)n1-c1ccc(Cl)c(Cl)c1,2.6,2.4,-0.5,3.0,0.9,-0.798,nt,0.888,16.5
COc1ccc(N2CCN(C(=O)C(Cc3ccccc3)n3cccc3)CC2)cc1 (configuration not stated),5.2,-2.8,-0.5,-3.6,0.8,0.0665,-0.0898,0.136,-23.3
COc1ccc(-c2nnc3ccc(SC(C(C)=O)C(C)=O)nn23)cc1OC,10.2,2.4,-0.4,-1.6,0.9,0.0351,1.65,0.341,-15.4
CC(C)(C)NC(=O)CSc1nnc(Cc2ccc3c(c2)OCO3)n1C1CCCCC1,-1.3,23.4,0.3,5.0,0.9,-0.206,-0.337,-0.258,5.1
CC1(C)CC(=O)c2cn3c(nc2C1)nc1ccccc13,10.6,3.0,0.0,-6.8,0.8,-0.958,nt,-0.705,5.9
C1CCc2nnc(-c3nnc4n3CCCCC4)n2CC1,6.7,6.3,-0.9,-3.6,0.9,0.357,-0.00137,-1.56,-24.2
CCOc1ccc(-c2cc(NC(=O)Cn3ncc4c3-c3ccccc3OC4)on2)cc1OCC,11.6,8.7,0.0,8.0,1,0.209,4.19,0.995,-32.6
O=C(COc1ccc(Cl)cc1)NCc1nnc(SCC(=O)Nc2ccccc2)o1,6.0,23.2,nt,nt,0.9,-0.617,-0.00369,0.0947,nt
CCOc1ccccc1-c1nc2c([nH]1)c(=O)n(C)c(=O)n2C,-8.1,10.3,-1.2,7.8,1,-0.257,0.163,-1.56,9.3
Nc1nc(SCC(=O)OCc2ccccc2)[nH]c(=O)c1NC(=O)c1ccco1,4.0,-2.3,-0.1,4.0,1,0.462,3.19*,0.0283,-7.6
COC(=O)c1cc(NC(=O)CCc2c(C)nc3ncnn3c2C)cc(C(=O)OC)c1,-4.5,17.8,-1.5,-1.1,0.9,-0.0277,5.2*,-0.0878,-4.5
Cc1ccc(Nc2cc(C)nc3nc(C)nn23)c(C)c1,1.6,8.2,-1.0,-2.1,1.1,0.511,-0.00176,-0.534,5.9
COc1cccc2c(=O)n(CC(=O)N3CCCCCC3)ccc12,6.9,3.0,-0.5,-6.0,0.9,-0.816,0.116,-0.0188,-0.3
CCOC(=O)c1sc(N)nc1-c1ccccc1,1.3,2.5,0.9,-13.7,0.9,0.492,11.7*,0.728,-13.5
COc1ccc2c(c1)CCc1c(C(=O)N3CC4(C)CC3CC(C)(C)C4)noc1-2 (configuration not stated),-2.6,18.2,-1.2,1.5,0.9,26.7*,0.00692,0.037,-15.7

# M1 ag, what is marked active above
compound,Ec RNAP inh,HEK293 NFkB inh,S1P3 agonist,TNAP act DEA,M1 ag,D1 mod,M1 antagonist,S1P1 ag-PAM
COc1ccc2c(c1)CCc1c(C(=O)N3CC4(C)CC3CC(C)(C)C4)noc1-2 (configuration not stated),-2.6,18.2,-1.2,0.9,26.7*,0.00692,0.037,-15.7

# (list continues)
SMILES,Ec RNAP inh,HEK293 NFkB inh,S1P3 agonist,Jurkat viability,TNAP act DEA,M1 ag,D1 mod,M1 antagonist,S1P1 ag-PAM
COc1ccc(N2CCN(CCCNC(=O)C3CCCN(S(=O)(=O)c4cnc[nH]4)C3)CC2)cc1 (configuration not stated),7.6,9.7,-0.6,3.0,0.9,0.245,0.0272,-0.337,1.0
CCOC(=O)C1=C(C)NC2=C(C(=O)CCC2)C1c1ccsc1 (configuration not stated),-0.5,22.8,0.7,-0.2,0.9,0.755,-3.51,-0.443,-5.0
CC1(C)Cc2c(C#N)c(N3CCN(C(=O)c4ccco4)CC3)nc(-c3ccco3)c2CS1,6.6,nt,-0.8,nt,0.9,0.682,nt,-0.0813,-33.2
N#Cc1c2n(c3c(=O)n(Cc4ccc(Cl)cc4)cnc13)CCCCC2,5.4,21.2,-1.6,5.5,0.9,0.178,11.2*,-0.428,-48.6
CCOc1ncccc1C(=O)Nc1ccc(Cl)cc1,-0.7,14.4,-0.3,-1.8,0.8,0.521,2.48*,0.0854,-14.8
COCCN1C(=O)c2oc3cc(C)c(C)cc3c(=O)c2C1c1cccc(O)c1 (configuration not stated),nt,17.9,-0.6,4.7,nt,-0.791,0.896,0.131,-17.4
O=C1C=C(NCc2ccncc2)CC(c2ccccc2)C1 (configuration not stated),3.6,-1.7,-1.3,-8.2,0.9,0.133,-0.405,-0.154,-22.9
CSc1nc2ccc(NS(=O)(=O)c3ccc(Cl)s3)cc2s1,9.3,12.8,-1.3,2.5,1,-0.0571,-0.673,-0.113,34.4
COC(=O)[C@H](Cc1ccccc1)NC(=O)N1CC(C)OC(C)C1 (some centres not stated),nt,-1.3,-0.8,4.1,0.9,-0.32,0.376,0.167,3.6
Cc1cc(C(=O)N2CCCc3ccccc32)no1,-4.4,2.3,-0.7,7.3,0.8,-0.676,0.0859,0.357,0.0
CC(=O)Nc1nonc1-c1nc2ccccc2n1CCC#N,11.8,-1.5,-0.1,3.6,0.9,-0.185,0.644,0.165,-5.2
CC(C)OC(=O)CSc1nnc(-c2ccco2)n1N,5.6,1.6,-0.6,5.4,0.8,-0.227,-3.12*,-0.00872,nt
CCOC(=O)C1CCN(C(=O)c2cnn3c(C)cc(C)nc23)CC1,1.7,10.1,0.1,-1.4,1,-0.473,0.19,0.228,1.8
Cc1nc2ccc(-n3ccc(=O)cc3)cc2s1,8.0,10.8,nt,nt,0.9,-0.41,0.227,-0.0833,nt
CCCS(=O)(=O)N1CCCC(c2nc(-c3cccc(OC)c3)no2)C1 (configuration not stated),6.5,6.3,-0.7,3.6,0.9,4.65,0.262,1.04,-1.7
C=CCSc1nnc(CSc2nc3sc4c(c3c(=O)[nH]2)CCCC4)n1-c1ccccc1,3.9,-2.7,-0.9,2.5,1,-0.648,0.663,0.644,-66.7
Cc1ccc(C2CC(=O)NC(SCCC(C)C)=C2C#N)cc1 (configuration not stated),10.0,7.3,-0.3,-7.5,0.9,0.658,-0.036,0.52,26.9
COc1ccc(OC)c(NC(=O)CSc2nnc(CNC(=O)c3ccco3)o2)c1,3.2,10.6,nt,nt,1,1.46,0.747,-0.389,nt
O=C(CN(c1ccc(F)cc1)S(=O)(=O)c1ccc2c(c1)OCCO2)NCc1ccccn1,1.0,7.7,0.1,4.0,1,0.412,-0.439,-0.81,-12.6
O=c1[nH]c(N2CCc3ccccc3C2)nc2c1CCCC2,9.4,-9.6,-0.6,-1.8,0.8,0.786,-0.025,1.85,nt
CC(C)(C)C(=O)Nc1ccccc1N1CCN(C(=O)c2ccc(Cl)cc2)CC1,3.3,-4.1,-0.9,-0.6,1,0.599,-0.338,0.165,nt
CCN1CCN(C(=O)CSCc2nc(-c3ccc(OC)c(OC)c3)oc2C)CC1,4.8,11.9,0.1,-1.5,0.9,-0.321,0.0559,-0.261,4.5
CCn1c(=NC(=O)CSC(C)=O)sc2cc(F)ccc21,4.3,6.4,nt,nt,0.9,0.198,1.16,-0.153,nt
Cc1ccc(C(=O)N2CCC(C(N)=O)CC2)cc1C,3.0,-13.8,-0.5,4.5,0.9,0.0422,-0.258,0.121,nt
COc1cc(C(=O)N(Cc2ccc(N(C)C)cc2)C2CCS(=O)(=O)C2)cc(OC)c1OC (configuration not stated),2.7,16.0,-0.7,13.8,1,-0.156,-0.68,1.08,15.1

# Filtered by structure: those above containing a thiophene ring, fused or not (3)
SMILES,Ec RNAP inh,HEK293 NFkB inh,S1P3 agonist,Jurkat viability,TNAP act DEA,M1 ag,D1 mod,M1 antagonist,S1P1 ag-PAM
CCOC(=O)C1=C(C)NC2=C(C(=O)CCC2)C1c1ccsc1 (configuration not stated),-0.5,22.8,0.7,-0.2,0.9,0.755,-3.51,-0.443,-5.0
CSc1nc2ccc(NS(=O)(=O)c3ccc(Cl)s3)cc2s1,9.3,12.8,-1.3,2.5,1,-0.0571,-0.673,-0.113,34.4
C=CCSc1nnc(CSc2nc3sc4c(c3c(=O)[nH]2)CCCC4)n1-c1ccccc1,3.9,-2.7,-0.9,2.5,1,-0.648,0.663,0.644,-66.7

# Continued.
SMILES,Ec RNAP inh,HEK293 NFkB inh,S1P3 agonist,Jurkat viability,TNAP act DEA,M1 ag,D1 mod,M1 antagonist,S1P1 ag-PAM
COc1cc(C)nc(N2CCCC(C(=O)NC3CCC(C)CC3)C2)n1 (configuration not stated),6.9,-8.9,-0.6,-2.9,0.9,1.12,-0.017,-15.8*,-17.4
COc1ccc(CN2C(=O)CCC2(C)C(=O)NC2CCCCC2)c(OC)c1 (configuration not stated),-0.7,21.0,1.0,0.7,1,0.0733,0.178,0.505,10.9
CC1CN(C(=O)CN2C(=O)c3ccccc3S2(=O)=O)CC(C)O1 (configuration not stated),1.4,15.6,nt,nt,0.6,-0.719,-0.971,-0.00724,nt
Cc1ccccc1CS(=O)(=O)Cc1ccc(C(=O)N2CCOCC2)o1,5.3,9.9,-0.1,-5.4,1,0.538,0.415,0.238,2.6
CC(C)CCN1CC(C(=O)NCCC2=CCCCC2)CC1=O (configuration not stated),0.2,3.4,0.0,-0.1,1.1,-0.856,-0.178,0.383,-4.9
Cc1sc2nc(CN3CCCC3)nc(N3CCN(S(=O)(=O)c4cccs4)CC3)c2c1C,3.4,3.0,nt,nt,1,-0.208,nt,-3.89*,nt
c1ccc(C2(Cn3ccc4ccccc43)OCCO2)cc1,3.1,-2.3,-0.3,4.9,0.9,-0.73,0.323,1.11,-3.5
CCCCOC(=O)Nc1ccccc1C(N)=O,9.0,14.3,-0.5,0.1,0.9,-0.658,0.708,1.2,-4.1
COc1cc(OC)c(C2C(C(=O)Nc3ccccc3)=C(C)Nc3ncnn32)cc1OC (configuration not stated),-1.8,-1.4,1.2,0.9,0.9,1.26,-0.255,-0.0201,-24.1
COC(=O)c1ccccc1NC(=O)NCc1ccccn1,4.8,4.5,6.1,2.7,1,-0.234,0.317,-0.0125,-11.0
